Screening results as filed in PubChem BioAssay.
CCHF vOTU inh: blocks the CCHF virus ovarian tumor domain protease | CCHFV vOTU protease, Pep-AMC fluorescence | inhibition, % at 11.5 µM | 370,000 tested, 0.55% active; in the data active = inhibition above about 30%; also: 0% = vehicle wells with enzyme and 100% = no enzyme wells
PriA SSB inh: blocks PriA binding to SSB C-terminal tail | inhibition, % at 33 µM | AID 1272365 | 430,000 tested, 0.6% active | AlphaScreen SSBct-PriA binding, biotinylated peptide; in the data active = inhibition mostly above about 37%, no sharp cut-off; inactive = mostly below about 20%;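 also: plate controls were negative control peptide for no effect and reference peptide for full effect; strong numbers were not always called active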
Rv3671c inh: inhibits the M. tuberculosis serine protease Rv3671c; P9WHR9; inhibition, % at 5.96 µM; 320,000 tested, 0.048% active; AID 2606; in the data active = inhibition above about 38%;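 also: extracellular domain of Rv3671c used as enzyme; 0% = enzyme with DMSO and 100% = no enzyme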
Target sequence (P9WHR9 whole entry, looked up, the tested form may be a part): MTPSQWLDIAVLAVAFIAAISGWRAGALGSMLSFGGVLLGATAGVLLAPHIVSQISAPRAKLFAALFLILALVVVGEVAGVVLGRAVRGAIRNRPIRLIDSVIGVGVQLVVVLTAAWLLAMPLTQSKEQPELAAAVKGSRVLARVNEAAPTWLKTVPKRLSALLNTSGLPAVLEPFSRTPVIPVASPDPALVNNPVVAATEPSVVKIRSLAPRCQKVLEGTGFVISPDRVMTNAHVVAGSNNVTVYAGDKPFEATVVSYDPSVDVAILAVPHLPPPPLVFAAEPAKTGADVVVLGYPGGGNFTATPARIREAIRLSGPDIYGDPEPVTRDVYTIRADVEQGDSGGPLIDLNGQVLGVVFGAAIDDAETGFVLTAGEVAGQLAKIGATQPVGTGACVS
MazEF act: increases E. coli MazEF RNase cleavage of RNA; P0AE70; activation, % at 20 µM; FAM/BHQ RNA-DNA oligo cleavage fluorescence, 5 h; 350,000 tested, 0.32% active; AID 504720; in the data active = activation above about 50%
Target sequence (P0AE70 whole entry, looked up): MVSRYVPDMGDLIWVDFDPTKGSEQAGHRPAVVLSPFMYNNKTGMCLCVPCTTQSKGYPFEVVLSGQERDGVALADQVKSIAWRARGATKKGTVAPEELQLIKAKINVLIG
BoNT F protease: BoNT F light chain protease inhibition. Multiplex microsphere protease cleavage assay, flow cytometry. inhibition, % at 10 µM. 360,000 tested, 0.22% active. AID 588497; in the data active = inhibition above about 35%, passing the limit was not always enough; inconclusive = no clear call, values can overlap the other calls; also: plate controls were buffer without enzyme for full effect and enzyme alone for no effect
VHR inh abs: inhibitors of human VHR1 phosphatase (DUSP3). inhibition, % at 13.3 µM. recombinant VHR phosphatase, pNPP absorbance. P51452. AID 1654. 290,000 tested, 0.52% active; in the data active = inhibition above about 50%; also: some compounds called inactive have numbers as strong as hits
Target sequence (P51452 whole entry, looked up): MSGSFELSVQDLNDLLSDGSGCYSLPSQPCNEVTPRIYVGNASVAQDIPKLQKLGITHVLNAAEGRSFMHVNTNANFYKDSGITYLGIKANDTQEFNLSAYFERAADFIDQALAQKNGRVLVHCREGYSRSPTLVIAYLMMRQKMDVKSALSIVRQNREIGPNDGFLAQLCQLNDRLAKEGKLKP
Anthrax LF inh2: anthrax lethal factor protease inhibition. P15917. inhibition, % at 10 µM. multiplex microsphere protease cleavage assay, LF. 360,000 tested, 0.12% active; also: plate controls were buffer without enzyme for full effect and enzyme alone for no effect
BoNT A protease: BoNT A light chain protease inhibition; multiplex microsphere protease substrate cleavage, flow cytometry; 360,000 tested, 0.17% active; inhibition, % at 10 µM; also: plate controls were buffer without enzyme for full effect and enzyme alone for no effect
PrPC surface inh: inhibitors of human cell surface prion protein PrPC; P04156; TR-FRET read-out; inhibition, % at 13.8 µM; 370,000 tested, 0.43% active; in the data active = inhibition above about 24%; also: 0% = median of the test wells and 100% = reference compound wells
SARS 3CLpro inh: SARS-CoV 3CLpro protease inhibition; P0C6X7; recombinant SARS-CoV 3CLpro, quenched FRET peptide cleavage; inhibition, % at 6 µM; 290,000 tested, 0.14% active; AID 1706; in the data active = inhibition above about 12%
* = called active by the depositor; ? = inconclusive; · = no result given; & = joins results of further samples. Rule as the data show it, unless noted: active = inhibition above about 30%; inconclusive = no clear call, values can overlap the other calls; inactive = below that.

SMILES | CCHF vOTU inh | PriA SSB inh | Rv3671c inh | MazEF act | BoNT F protease | VHR inh abs | Anthrax LF inh2 | BoNT A protease | PrPC surface inh | SARS 3CLpro inh
C=CCOc1c(Br)cc(/C=C2\SC(=Nc3ccccc3)NC2=O)cc1OC | -11 | -6 | · | 11 | 14 | 21 | 5 | 2.6 | 4 | 0
S=C(NCc1ccco1)N1CCN(c2ccccn2)CC1 | 0 | 7 | 2 | 0 | 1 | 19 | 0 | -1.2 | -2 | -1
CCC(C)C(CO)NCCCn1cnc2c(SC)ncnc21 (centres undefined) | 7 | · | · | -3 | -3 | · | -4 | 0.1 | 2 | ·
CC(C)(C)OC(=O)N(CCc1ccccc1)Cc1ccc(OCc2cccc(NC(=O)C3CCC3)c2)cc1 | 6 | -4 | · | -10 | -3 | · | 2 | -0.2 | -4 | ·
COc1cnc(SCc2c(Cl)cccc2Cl)nc1Cl | 9 | -89 | -3 | -6 | -7 | -6 | -7 | -3.4 | -1 | -2
Nc1[nH]ncc1-c1ccc(F)cc1 | -9 | 0&-8 | 5 | 3 | 4 | -3 | -2 | 0.1 | 0 | -5
Cc1c(C(=O)N/N=C/c2ccccc2)sc(=S)n1C | 16 | · | -5 | 14 | -7 | 11 | -8 | -0.6 | 2 | 5
CC(C)NC(=O)COc1ccc(S(=O)(=O)N2CCOCC2)cc1 | 12 | -12 | 5 | 14 | -6 | 10 | -2 | -0.3 | 2 | 4
Cc1ccsc1/C=N/NC(=O)c1ccco1 | 2 | · | -8 | -7 | -2 | -4 | -1 | -0.6 | -5 | -4
Cc1ccc2cc(CN(Cc3nnnn3C3CCCC3)C3CCCCC3)c(=O)[nH]c2c1C | 11 | -1 | · | 2 | 26 | -4 | 2 | 3.4 | 1 | 0
Fc1ccc(C2=Nn3c(Cc4ccccc4)nnc3SC2)cc1 | -19 | -9 | 8 | -6 | -5 | 12 | 1 | 0.6 | 7 | -12
COC(=O)CC1C(=O)NC2CCCCC2N1C(=O)c1ccccc1 (centres undefined) | 8 | -1 | -3 | -4 | -9 | -10 | -1 | -0.1 | 0 | -1
COc1ccc(C(C)=O)cc1COC(=O)c1ccc(N)c([N+](=O)[O-])c1 | 12 | 4 | -14 | 10 | -1 | 18 | 2 | 0.0 | -6 | 2
O=C(Nc1cc(Sc2ccccn2)cc([N+](=O)[O-])c1)c1cccc(F)c1 | 1 | 10 | -13 | 52* | -7 | -2 | -2 | -0.4 | 1 | 6
CCOC(=O)C1CCCN(C(=O)c2cc(Nc3ccc(OC)cc3OC)nc3ccccc23)C1 (centres undefined) | 3 | 26 | 2 | -3 | -2 | 14 | -11 | 0.3 | 10 | 4
COc1ccc(-n2c(Cc3cccn3C)nnc2SCC(=O)Nc2ccc(C)c(Cl)c2)cc1 | -2 | -6 | -5 | -6 | -3 | 12 | -5 | -0.5 | -1 | 4
COc1ccc(-c2[nH]c(-c3ccc(C)cc3)nc2SCC(=O)Nc2nccs2)cc1 | 18 | 29 | 11 | 6 | -3 | 12 | -2 | -0.7 | 5 | -1
COc1cc(OC)cc(C(=O)N[C@H](C(=O)Nc2cccc(S(=O)(=O)N3CCCC3)c2)C(C)C)c1 | -4 | -14 | 5 | 3 | 4 | -19 | -4 | 1.2 | 17 | -5
Nc1cccc(-c2nc3ccc(N)cc3s2)c1 | -209 | -1 | -1 | 13 | -18 | 2 | -6 | 0.1 | 0 | -5
O=C(CN1C(=O)COc2ccccc21)Nc1ccc(N2CCOCC2)cc1 | 8 | -9 | 4 | -2 | 0 | 32 | -1 | 0.5 | 2 | 3

Next section, overlapping the part above by 2 compounds.
SMILES | CCHF vOTU inh | PriA SSB inh | Rv3671c inh | MazEF act | BoNT F protease | VHR inh abs | Anthrax LF inh2 | BoNT A protease | PrPC surface inh | SARS 3CLpro inh
Nc1cccc(-c2nc3ccc(N)cc3s2)c1 | -209 | -1 | -1 | 13 | -18 | 2 | -6 | 0.1 | 0 | -5
O=C(CN1C(=O)COc2ccccc21)Nc1ccc(N2CCOCC2)cc1 | 8 | -9 | 4 | -2 | 0 | 32 | -1 | 0.5 | 2 | 3
CN(C)C(=O)c1ccc(Oc2ccc(C(=O)N(C)C)cc2)cc1 | -4 | -5 | -6 | 3 | 18 | 8 | 4 | 2.7 | -5 | -2
COc1cccc(-c2csc(N3CCN(CC(=O)NNC(=O)c4ccc(Cl)cc4)CC3)n2)c1 | 14 | 5 | -12 | -6 | 0 | 10 | -3 | -0.4 | 2 | -2
CC(C)COc1ccc(C(=S)N2CCCC2)cc1 | 1 | -10 | 1 | 5 | ? | · | 9 | -4.7 | 9 | ·
CCNc1ccc(S(=O)(=O)C(F)(F)F)cc1NC(=O)C12CCC(CC1)C2 | -26 | -13 | 14 | 5 | -7 | -20 | -2 | -2.4 | 0 | 1
O=c1cc(-c2ccccc2)n(S(=O)(=O)c2ccccc2)o1 | -1 | -16 | 10 | -17 | -4 | 17 | -1 | 0.9 | 6 | -4
O=C(CCCOc1ccc(Cl)cc1Cl)NCC1CCCO1 (centres undefined) | 1 | -7 | 6 | 0 | -1 | 29 | 4 | 0.4 | 4 | 3
Cc1c(NCc2ccccc2O)c(=O)n(-c2ccccc2)n1C | 4 | -22 | 11 | 9 | -3 | -10 | -6 | -1.2 | -2 | 2
Cc1ccc(S(=O)(=O)N(C)C)cc1NC(=O)CSc1nnc(C2CC2)n1C1CC1 | 5 | -12 | 0 | 2 | · | · | · | · | 6 | ·
C=CCNC(=O)/C(C#N)=C/c1c(N2CCN(c3ccccc3)CC2)nc2c(C)cccn2c1=O | -104 | 18 | -10 | 13 | -8 | · | 16 | 0.6 | -11 | -2
COc1cc(C(=O)NC(=S)Nc2ccc(NC(=O)c3ccco3)cc2)cc(OC)c1OC | -11 | -1 | 0 | 4 | 4 | 7 | -2 | 0.1 | -3 | 0

11 structures already listed, arranged by heavy-atom count, lowest first.
SMILES | CCHF vOTU inh | PriA SSB inh | Rv3671c inh | MazEF act | BoNT F protease | VHR inh abs | Anthrax LF inh2 | BoNT A protease | PrPC surface inh | SARS 3CLpro inh
Nc1cccc(-c2nc3ccc(N)cc3s2)c1 | -209 | -1 | -1 | 13 | -18 | 2 | -6 | 0.1 | 0 | -5
CC(C)COc1ccc(C(=S)N2CCCC2)cc1 | 1 | -10 | 1 | 5 | ? | · | 9 | -4.7 | 9 | ·
O=C(CCCOc1ccc(Cl)cc1Cl)NCC1CCCO1 (centres undefined) | 1 | -7 | 6 | 0 | -1 | 29 | 4 | 0.4 | 4 | 3
Cc1c(NCc2ccccc2O)c(=O)n(-c2ccccc2)n1C | 4 | -22 | 11 | 9 | -3 | -10 | -6 | -1.2 | -2 | 2
CCNc1ccc(S(=O)(=O)C(F)(F)F)cc1NC(=O)C12CCC(CC1)C2 | -26 | -13 | 14 | 5 | -7 | -20 | -2 | -2.4 | 0 | 1
O=C(CN1C(=O)COc2ccccc21)Nc1ccc(N2CCOCC2)cc1 | 8 | -9 | 4 | -2 | 0 | 32 | -1 | 0.5 | 2 | 3
Cc1ccc(S(=O)(=O)N(C)C)cc1NC(=O)CSc1nnc(C2CC2)n1C1CC1 | 5 | -12 | 0 | 2 | · | · | · | · | 6 | ·
COc1ccc(-c2[nH]c(-c3ccc(C)cc3)nc2SCC(=O)Nc2nccs2)cc1 | 18 | 29 | 11 | 6 | -3 | 12 | -2 | -0.7 | 5 | -1
COc1cc(C(=O)NC(=S)Nc2ccc(NC(=O)c3ccco3)cc2)cc(OC)c1OC | -11 | -1 | 0 | 4 | 4 | 7 | -2 | 0.1 | -3 | 0
COc1ccc(-n2c(Cc3cccn3C)nnc2SCC(=O)Nc2ccc(C)c(Cl)c2)cc1 | -2 | -6 | -5 | -6 | -3 | 12 | -5 | -0.5 | -1 | 4
COc1cc(OC)cc(C(=O)N[C@H](C(=O)Nc2cccc(S(=O)(=O)N3CCCC3)c2)C(C)C)c1 | -4 | -14 | 5 | 3 | 4 | -19 | -4 | 1.2 | 17 | -5

More entries follow.
SMILES | CCHF vOTU inh | PriA SSB inh | Rv3671c inh | MazEF act | BoNT F protease | VHR inh abs | Anthrax LF inh2 | BoNT A protease | PrPC surface inh | SARS 3CLpro inh
Cc1ccc2cccc(Oc3cnccn3)c2n1 | -15 | -12 | 4 | 7 | 5 | 23 | -4 | 1.1 | 2 | -5
CCOC(=O)c1cc(-c2ccccc2)sc1NC(=O)c1ccc(OC)cc1 | · | -9 | -1 | -1 | · | 39 | · | · | · | 5
CSc1nc(-c2ccccc2)c(-c2ccccc2)[nH]1 | -11 | 5 | -6 | 9 | -13 | -22 | 1 | -1.3 | -7 | 5
O=C1NC2(CCCCCC2)C(=O)N1Cc1ccccc1Br | 8 | -11 | 4 | 7 | 2 | 14 | -2 | -0.6 | -1 | 2
CC1CCc2c(sc3ncn(N)c(=N)c23)C1 (centres undefined) | 5 | -11 | -1 | 1 | 4 | 17 | -6 | -0.5 | -6 | 8
Cc1ccccc1OC(C)c1nc(-c2ccccc2)no1 (centres undefined) | 4 | -93 | 2 | -8 | -3 | 13 | 1 | 0.4 | 0 | 1
CNC(=O)CSc1nnc(-c2ccco2)n1-c1cccc(C)c1C | -9 | 3 | -1 | 7 | 22 | -4 | 0 | -3.6 | -6 | 3
C=CCOC(=O)N1CCN(c2cccc(C(F)(F)F)c2)CC1 | -6 | -41 | -9 | 0 | -2 | 22 | -3 | -0.5 | -1 | 2
O=C(CCCc1cccs1)Nc1nccs1 | -5 | -1 | 2 | 2 | 0 | 12 | -6 | -0.1 | -10 | -3
O=C1NCCCC1C(=O)N/N=C/c1cc([N+](=O)[O-])ccc1O (centres undefined) | 1 | · | 3 | 1 | -2 | 17 | 1 | -0.9 | -14 | 1
COCCNC(=S)N(C)[C@H]1C[C@H]2c3cc(Oc4ccccc4C)ccc3CCN2C(=O)[C@H]1[C@H](C)O | 14 | · | · | 10 | -2 | · | -1 | -0.4 | -1 | ·
Cc1ccc(S(=O)(=O)N2CCCCC2)cc1NC(=O)CCNC(=O)c1ccccc1 | 10 | -4 | 16 | -4 | -2 | · | -10 | -2.2 | -1 | ·
C/C=C\C=C/C(=O)Nc1cccc(C2=NOC3(C2)C[C@@H](C(N)=O)N(C(=O)c2ccc(Cl)cc2)C3)c1 (some centres undefined) | -5 | -10 | -18 | -1 | -4 | 0 | -9 | 0.3 | -3 | ·
COc1ccc(/C=N/N2C(C)CCCC2C)cc1O (centres undefined) | -3 | · | -2 | 6 | 6 | · | 5 | 1.2 | 8 | 0
CCOc1cc(N2CCOCC2)c(OCC)cc1NC(=O)CCS(=O)(=O)c1ccc(Cl)cc1 | 6 | 4 | 10 | -2 | -23 | 22 | -18 | 3.6 | 4 | 2
O=C(/C=C/c1ccccc1)N/C(=C/c1ccccc1)C(=O)Nc1ccc(C(=O)O)cc1 | 4 | -6 | -13 | 1 | -24 | 12 | -7 | -1.8 | -14 | 6
Cc1ccc(NC(=O)CNc2cc(S(=O)(=O)N3CCOCC3)ccc2NCC2CCCO2)cc1F (centres undefined) | 6 | -2 | -8 | 11 | -10 | 24 | -7 | -3.2 | 2 | -2
CC1=CC(C)C(=O)N(CCN2CCOCC2)C(C)=C1 (centres undefined) | 9 | · | · | 5 | -7 | · | 1 | -0.4 | 3 | ·
CC1CCCN(C2(O)C(=O)Nc3c(C(F)(F)F)cccc32)C1 (centres undefined) | 0 | -12 | -12 | 6 | ? | -14 | 2 | -9.5 | 10 | -7
CC(C)NC(=O)/C(=N\O)c1ccccc1 | -2 | · | 2 | 8 | 2 | 24 | -2 | 0.4 | 1 | -4
O=C(Cn1c(=S)[nH]c2ccccc2c1=O)N1CCN(c2ccccc2)CC1 | 10 | -4 | -2 | 22 | 2 | 18 | -3 | -0.6 | 8 | 4
Cc1ccc(C)c(NC(=O)CN(C)C(=O)c2ccccc2OCc2c(C)noc2C)c1 | -6 | 5 | -1 | 2 | -10 | · | -5 | -1.1 | 11 | ·
O=S(=O)(c1ccccc1F)N1CCCc2ccccc21 | -10 | -32 | 2 | -1 | -3 | · | -3 | -0.2 | 3 | 6
O=C(O)COCC(=O)Nc1ccc2c(c1)CCC2 | 7 | -8 | 7 | 6 | -6 | 2 | -4 | 0.0 | 7 | 1

An excerpt (hit frequency here may not be typical).
